Fluor 339 460: intrinsic fluorescence of library compounds, ex339/em460 – biochemical, MLSMR library, data from DPM-DC assay, artefact control, profiling panel; compound autofluorescence, ex339/em460 nm, NADH buffer; hits give high values; 1 = no-compound wells, NADH background; fluorescence fold increase at 10 µM; 65,000 compounds, 5.5% hits;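 active = at 10 µM, mean starting fluorescence two-fold or more over control wells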;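 note: signal is the first read of a kinetic run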
SF1 activator: activators of human SF-1, primary screen, cell-based, CHO-K1, Gal4-SF-1 LBD, luciferase luminescence; Steroidogenic factor 1 (Homo sapiens), Q13285; CHO-K1 Gal4-SF-1 LBD luciferase reporter; % increase over DMSO SF-1-specific signal; activation, % at 10 µM; 65,000 compounds, 1.9% hits; AID 522, 2006;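 active = activation above the mean activation of all tested compounds plus 3 SD, cut at about 50% in these data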
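Assay system: CHO-K1 cells co-transfected with Gal4 DBD–human SF-1 LBD, 5xGal4 luciferase reporter; doses: 10 µM only; incubation: 20 h compound exposure at 37 °C after 1 h cell settling; signal: luciferase light emission; evaluation: percent activation versus DMSO; repeats: one test per compound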
E coli RNAP: E. coli RNAP inhibitors, biochemical; DNA-directed RNA polymerase subunit beta (Escherichia coli (strain K12)), P0A8V2; E. coli RNA polymerase, fluorescence transcription assay; inhibition, %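 (tested at 10 µM)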; 62,000 compounds, 0.2% hits; in the data active = inhibition above about 20%;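 note: 0% = enzyme without compound and 100% = no enzyme blank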
TNAP act DEA: human TNAP enzyme activators, primary screen, biochemical, luminescent, intermediate phosphate acceptor level | purified TNAP, CDP-star luminescence, 100 mM DEA, 30 min; hits give high values; scale: 0 levamisole-inhibited, 1 vehicle-only enzyme | activation factor at 20 µM | 64,000 tested, under 10 active | AID 813, 2007;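 active = activation factor of at least 2 at 20 µM, relative to controls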
Target sequence (P05186 whole entry, looked up): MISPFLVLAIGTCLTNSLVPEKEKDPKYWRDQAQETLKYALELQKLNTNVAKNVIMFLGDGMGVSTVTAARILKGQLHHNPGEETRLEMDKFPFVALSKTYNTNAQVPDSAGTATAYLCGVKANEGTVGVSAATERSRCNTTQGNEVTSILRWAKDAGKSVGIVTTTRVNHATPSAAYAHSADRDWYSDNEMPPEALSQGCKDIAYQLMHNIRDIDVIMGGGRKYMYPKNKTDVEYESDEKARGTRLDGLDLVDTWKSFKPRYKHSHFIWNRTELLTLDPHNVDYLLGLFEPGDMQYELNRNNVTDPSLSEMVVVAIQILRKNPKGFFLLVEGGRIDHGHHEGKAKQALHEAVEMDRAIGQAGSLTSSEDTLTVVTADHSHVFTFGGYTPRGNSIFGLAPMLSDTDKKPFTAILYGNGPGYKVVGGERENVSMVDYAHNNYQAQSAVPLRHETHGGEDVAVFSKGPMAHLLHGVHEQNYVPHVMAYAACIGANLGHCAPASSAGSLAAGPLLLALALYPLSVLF
M1 agonist: M1 muscarinic receptor agonists, primary screen, CHO-M1 cells, Fluo-4 calcium, agonist mode. Muscarinic acetylcholine receptor M1. Fluo-4 calcium fluorescence; hits give high values. B-score at 10 µM. 64,000 compounds, 3% hits;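 active = fluorescence rise, raw or as B-score row- and column-corrected plate score, outside the 99.7% band of its plate's samples, either direction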
tolC growth inh: growth inhibitors of E. coli tolC mutant, primary screen, strain BW25113 ΔtolC::kan, 384-well; AID 573, 2007; growth inhibition, % at 10 µM (by protocol); 65,000 compounds, 2.2% hits; OD615;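 active = growth inhibition at or above a cutoff equal to the mean over every tested compound plus 3 SD, cut at about 60% in these data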;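 note: growth measured after 20 h incubation at 37 °C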
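Signal: optical density read at 615 nm; Assay system: E. coli ΔtolC::kan strain BW25113; Times: 20 h incubation with compound, 37 °C; Dosing: 10 µM final, single dose.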
M1 antagonist: antagonists of rat M1 muscarinic receptor; B-score at 10 µM; Muscarinic acetylcholine receptor M1 (Rattus norvegicus), P08482; 64,000 compounds, 3.4% hits; CHO-M1 cells, Fluo-4 calcium, ACh EC80 antagonist mode; hits give low values;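 active = calcium fluorescence response, raw or row-and-column corrected B-score, differing from the plate sample mean either way at a set confidence level, mostly lower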
Target sequence (P08482 whole entry, looked up): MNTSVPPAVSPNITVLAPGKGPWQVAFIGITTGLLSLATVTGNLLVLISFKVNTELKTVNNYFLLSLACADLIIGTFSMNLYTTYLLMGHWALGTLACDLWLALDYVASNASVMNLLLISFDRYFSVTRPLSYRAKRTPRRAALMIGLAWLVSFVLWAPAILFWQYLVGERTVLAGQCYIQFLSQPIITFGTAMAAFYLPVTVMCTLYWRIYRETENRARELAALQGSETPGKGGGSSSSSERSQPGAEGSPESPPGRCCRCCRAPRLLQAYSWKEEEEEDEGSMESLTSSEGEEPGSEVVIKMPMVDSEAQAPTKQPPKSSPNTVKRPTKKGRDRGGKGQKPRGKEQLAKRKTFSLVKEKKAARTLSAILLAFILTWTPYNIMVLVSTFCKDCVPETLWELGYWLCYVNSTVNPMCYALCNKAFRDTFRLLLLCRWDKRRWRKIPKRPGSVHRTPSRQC
NADH coupling: inhibitors of PK/LDH coupling enzymes, profiling panel, artefact control, biochemical, MLSMR library. coupled PK/LDH NADH assays, four targets. IC50, µM (titrated, usually from 10 µM), for the others: at the highest dose inhibition. 65,000 compounds, 0.02% hits. AID 774, 2007;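 active = single-dose screening hits from any of four coupled enzyme assays that gave an IC50 when retested across doses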;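 note: the DPM-DC format reads NADH fluorescence rather than 340 nm absorbance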
RORa activator: activators of orphan receptor RORA, primary screen, cell-based, luminescence; CHO-K1 Gal4-RORA LBD luciferase reporter; percent increase over mock-subtracted basal signal; AID 560, 2006; activation, % at 10 µM; Nuclear receptor ROR-alpha (Homo sapiens), P35398; 65,000 compounds, 1.5% hits;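 active = activation above the mean of all tested compounds plus 3 SD, cut at about 49% in these data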;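 note: 0% = DMSO-treated RORA cells and 100% = added signal equal to DMSO minus mock-transfected cells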
Active calls of the source: *; x = not tested or not shown; [ ] = another dose, or the depositor's remark.

SMILES	Fluor 339 460	SF1 activator	E coli RNAP	TNAP act DEA	M1 agonist	tolC growth inh	M1 antagonist	NADH coupling	RORa activator
COc1cc([C@@H]2[C@H]3CNCC=C3C(C#N)=C(N)C2(C#N)C#N)ccc1OC(C)C	1.3	15	7	0.8	1.2	10	-0.23	11%	-7
O=C(NCC(=O)N1CCCC1C(=O)O)OC1CCCCC1 (stereo not drawn)	1.1	-1	8	0.9	0.33	-15	-1.8	3%	4
O=C1c2ccccc2C(=O)N1CCc1nc2ccccc2c(=O)n1Cc1ccco1	1.1	2	7	1	9.4*	0	-1.4	7%	6
Cc1cccc(C)c1NC(=O)CSc1nnc(Cn2nnc(-c3ccccc3)n2)n1-c1ccccc1	1	0	1	0.9	0.28	26	-0.11	3%	0
Cc1ccc2[nH]c(=O)c(C(c3nnnn3CC3CCCO3)N3CCc4ccccc4C3)cc2c1 (stereo not drawn)	1.5	-21	1	0.9	0.11	34	-0.45	12%	-3
O=C(CSc1nc2ccccc2nc1SCC(=O)N1CCOCC1)N1CCOCC1	1	8	9	0.8	0.22	-4	-0.071	1%	0
C=CCOC(=O)C1=C(C)OC(N)=C(C#N)C1c1ccc(F)cc1 (stereo not drawn)	1	-4	0	1	1.3	0	0.26	4%	-35
CCOc1ccc(-c2nnn(CC(=O)N3CCN(c4ccc(F)cc4)CC3)n2)cc1OCC	0.99	-11	0	0.8	0.99	-12	0.83	1%	-2
O=C(Nc1ccc(F)c(F)c1)NC1CCCCC1	1.1	14	12	0.9	1.8	11	-0.33	7%	27
CCOC(=O)c1ccccc1NC(=O)Nc1ccc(OC)c(OC)c1	1.1	11	7	0.9	-0.026	-6	0.072	7%	8
COc1ccc(OC)c(-c2nnc(-c3ccc(C)o3)o2)c1	3.9*	-2	-4	0.9	-0.89	13	0.32	11%[fluoresces]	5
CC(CCc1ccccc1)NC(=O)C1CCCN(c2nnc(-n3cccc3)s2)C1 (stereo not drawn)	1	1	8	0.8	2.4	2	0.01	3%	6
O=C(NCCCn1ccnc1)C1c2ccccc2Oc2ccccc21	1.2	-5	6	1	0.74	-28	-6*	7%	-6
O=S(=O)(NCCc1ccncc1)c1cc(Br)ccc1F	1	6	-1	0.9	0.61	1	0.049	3%	-10
O=C(Cc1ccccn1)Nc1ccccc1	1	-1	8	0.9	-0.63	-11	1.3	4%	9
CCC1(CC)Nc2ccccc2C(=O)N1c1ccc(NC(C)=O)cc1	3.7*	21	-1	0.9	-0.25	-8	0.11	11%[fluoresces]	-13
Cc1cc(C)cc(NC(=O)C2CCCN(S(=O)(=O)c3cnc[nH]3)C2)c1 (stereo not drawn)	1	4	1	0.8	0.27	-5	-0.14	1%	-13
CC1=C(C(=O)OC2CCCCCCC2)C(c2ccc(O)cc2)NC(=O)N1 (stereo not drawn)	1	-19	0	0.9	-0.43	39	0.51	5%	-11
CCOC(=O)c1cnc(Nc2nc3ccccc3o2)nc1CN1CCN(c2ccccc2)CC1	1.1	18	4	0.9	-0.0074	4	1.1	0%	7
COc1cc(OC)cc(C(=O)NCCn2ccc3ccccc32)c1	1.1	25	7	0.9	0.23	12	0.18	6%	-1
CC(C)OCCCn1c(=S)[nH]c2cc3c(cc2c1=O)OCO3	1	10	-7	0.8	0.69	-6	-0.89	5%	0
c1ccc2c(c1)nc(N1CCOCC1)c1nnnn12	1.1	28	3	0.9	6.4*	-17	0.33	6%	20
CCOC(=O)c1c(C)[nH]c(C(=O)COC(=O)CCC(=O)c2ccc3c(c2)OCCO3)c1C	1	11	5	0.9	-0.12	27	-0.058	5%	-8
CCCOc1cc(CN2CCCCC2)cc(C(C)=O)c1	1	0	5	0.8	-0.013	21	0.52	3%	-22
Cc1ccc(S(=O)(=O)NCC(=O)N(CC(=O)NC2CCCCC2)Cc2ccco2)cc1	1	-10	13	0.9	-0.48	9	0.024	2%	2
Cc1nn2c3c(cnc2c1-c1ccc(Cl)cc1)C(=O)CC(c1ccco1)C3 (stereo not drawn)	1.4	-2	13	1	-0.8	-21	-0.045	7%	9
Cc1ccc(S(=O)(=O)Nc2nonc2C)cc1	0.99	0	4	0.9	0.54	-29	0.75	8%	-6
Cc1nn(Cc2ccc(Cl)c(Cl)c2)c(C)c1NC(=O)c1noc2c1CCCCC2	1.1	-17	6	0.9	-0.026	-16	-0.9	5%	-10
CCOc1cc(C2C(C(=O)OC)=C(C)N=C3SCCC(=O)N32)ccc1OC(C)=O (stereo not drawn)	0.97	-5	1	0.9	-0.48	-5	0.19	8%	-2
Cc1cc(C)nc(/N=C2\NC(=O)CC(C(=O)O)N2c2ccc(Oc3ccccc3)cc2)n1 (stereo not drawn)	1	2	7	0.9	0.65	16	-0.045	2%	9
COCC(=O)Nc1ccc(N(C)C)cc1	1.1	12	9	0.9	-2.9*	-11	-0.015	3%	11
O=C(CNC(=O)C1CCCCC1)NCCCO	1.1	-10	x	0.8	-1	-7	0.31	2%	10
CCOc1ccccc1C(=O)Nc1ccccc1C(N)=O	1	-2	2	0.9	-0.28	-7	0.21	8%	-11
Cc1ccccc1NC(=O)Cn1c(=O)n(C)c2ccccc21	1.1	5	11	1	-0.2	-13	0.29	4%	-24
CCn1c(SCC(=O)O)nnc1-c1ccccc1	1.1	-2	6	0.9	0.21	-10	-0.016	3%	-20
O=C(NC1CCCCC1)c1ccc(S(=O)(=O)N2CCOCC2)cc1	1.1	-10	3	0.9	-0.43	-13	-0.12	1%	14
Cc1ccc(-n2nc(C)c3c(-c4cccs4)c(C#N)c(N)nc32)cc1	2.4*	2	0	0.9	-0.56	25	-0.38	7%	5
O=C(CS(=O)CC(=O)N(CC(=O)NC1CCCC1)C1CCCCC1)Nc1ccc(F)cc1 (stereo not drawn)	1	5	3	0.9	0	-3	-1.4	6%	0
O=C(C1CC1)N1CCc2cc(Br)cc(S(=O)(=O)NCc3ccc4c(c3)OCO4)c21	1.1	-5	2	0.8	0.57	3	0.11	0%	0
O=C(NCc1ccco1)c1ccc(S(=O)(=O)N2CCCc3ccccc32)cc1	1.1	4	7	0.8	-0.83	71*	-1.1	3%	-9
CCc1nnc(NC(=O)c2ccc(N(C)S(=O)(=O)c3ccccc3)cc2)s1	1	-22	4	1	-0.0064	-3	0.16	4%	-1
CCCc1[nH]nc2c1C(c1cn[nH]c1-c1ccc(F)cc1)C(C#N)=C(N)O2 (stereo not drawn)	1.1	27	12	0.9	-1.5	17	1.4	3%	-14
COc1ccc(NC(=O)c2ccc(S(=O)(=O)N(C)C)cc2)cc1OC	0.96	8	3	0.9	0.87	-1	0.48	5%	3
COc1ccc(-c2cc3nc4n(c(=O)c3s2)CCOC4)cc1	2.4*	-56	-15	0.9	-0.76	1	-0.36	2%[fluoresces]	-60
COc1ccc(C2=CSC3=NCCN23)cc1F	1.1	8	0	0.9	-0.4	-6	0.12	5%	-30
Cc1nnc(NC(=O)CSc2nnc(Cc3cccn3C)n2-c2cccc(C)c2C)s1	1	-3	2	0.9	-0.15	-7	-0.031	4%	4
CCC(C(=O)Nc1cnccn1)c1ccccc1 (stereo not drawn)	1.1	4	6	0.9	0.27	0	0	4%	4
COc1ccc(C(=O)CN2C(=O)c3ccccc3C2=O)c(OC)c1C	1.1	-2	2	0.9	-0.37	34	-0.059	5%	-2
CN(c1ccccc1)S(=O)(=O)c1cc(C(=O)c2nccn2C)ccc1Cl	1	11	-2	0.9	1.5	20	0.23	5%	-29
CC(=O)Nc1cccc(NC(=O)c2c(-c3ccccc3)noc2C)c1	1.1	0	-2	0.9	-0.057	-15	0.42	5%	-7
Cc1ccc(-n2nnc3ccccc3c2=O)cc1C	1.1	54*	0	0.9	0.0056	-5	-0.67	4%	28
Cc1csc2nc(=O)c3ccccc3n12	3.7*	-2	1	0.9	-0.65	4	0.4	11%[fluoresces]	3
CCOc1ccccc1NC1c2ccccc2C(=O)N1Cc1ccco1 (stereo not drawn)	1.1	2	3	0.9	0.3	24	-0.86*	2%	-7
C=C(C)CSC1=C(C#N)C(c2ccccc2)CC(=O)N1 (stereo not drawn)	1.1	-10	5	0.9	-0.45	-5	0.19	2%	6
O=C(Nc1ccc2c(c1)CCC2)C1CCN(c2c3c(nc4ncnn24)CCC3)CC1	1.1	2	5	0.9	0.91	12	0.26	4%	31
c1ccc2[nH]c(CN3CCN(c4ncnc5c4oc4ccccc45)CC3)nc2c1	1.1	2	-1	1	2.3	39	0.28	1%	-11
CSc1cccc(NC(=O)COc2ccccc2)c1	1.1	1	3	0.8	1.2	13	0.076	5%	-13
COc1ccc(CC(NC(C)=O)C(=O)NC2CCN(c3nnnn3-c3ccccc3)CC2)cc1 (stereo not drawn)	1.1	1	1	1	0.23	-12	-0.95	4%	4

Ordered by heavy-atom count (smallest number first): 9 of the compounds above
SMILES	Fluor 339 460	SF1 activator	E coli RNAP	TNAP act DEA	M1 agonist	tolC growth inh	M1 antagonist	NADH coupling	RORa activator
Cc1csc2nc(=O)c3ccccc3n12	3.7*	-2	1	0.9	-0.65	4	0.4	11%[fluoresces]	3
CCC(C(=O)Nc1cnccn1)c1ccccc1 (stereo not drawn)	1.1	4	6	0.9	0.27	0	0	4%	4
CSc1cccc(NC(=O)COc2ccccc2)c1	1.1	1	3	0.8	1.2	13	0.076	5%	-13
C=C(C)CSC1=C(C#N)C(c2ccccc2)CC(=O)N1 (stereo not drawn)	1.1	-10	5	0.9	-0.45	-5	0.19	2%	6
CC(=O)Nc1cccc(NC(=O)c2c(-c3ccccc3)noc2C)c1	1.1	0	-2	0.9	-0.057	-15	0.42	5%	-7
CCOc1ccccc1NC1c2ccccc2C(=O)N1Cc1ccco1 (stereo not drawn)	1.1	2	3	0.9	0.3	24	-0.86*	2%	-7
c1ccc2[nH]c(CN3CCN(c4ncnc5c4oc4ccccc45)CC3)nc2c1	1.1	2	-1	1	2.3	39	0.28	1%	-11
O=C(Nc1ccc2c(c1)CCC2)C1CCN(c2c3c(nc4ncnn24)CCC3)CC1	1.1	2	5	0.9	0.91	12	0.26	4%	31
COc1ccc(CC(NC(C)=O)C(=O)NC2CCN(c3nnnn3-c3ccccc3)CC2)cc1 (stereo not drawn)	1.1	1	1	1	0.23	-12	-0.95	4%	4

Bioassay records as filed in PubChem BioAssay.
